CR mimetic SO: reduction of superoxide in aged yeast, primary screen, HTS; 330,000 tested, 0.18% active; superoxide response (% of plate mean), % at 10 µM; S. cerevisiae aged cells, superoxide DHE fluorescence; stronger effect = lower value;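 active = superoxide response under a set limit, about three screen SD below normal, cut at about 65% in these data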;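 note: yeast aged for seven days with compound at 30 °C before DHE staining; 100% = average MFI of all compound-treated wells on the plate with controls excluded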
AGP1-GFP MLPCN: modulators of AGP1-GFP expression in yeast TOR pathway, primary screen, cell-based, multiplex flow cytometry, S. cerevisiae, MLPCN library. 3 h; GFP as percent of DMSO wells. GFP response vs DMSO, % at 10 µM. 320,000 tested, 0.02% active;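 active = GFP response relative to DMSO above a set limit, near screen average plus 3 SD, cut at about 150% in these data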;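 note: median GFP channel fluorescence of the gated AGP1 strain per well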
MEP2 TOR yeast: modulators of MEP2-GFP levels in yeast, primary screen, S. cerevisiae, multiplex flow cytometry, MLPCN library; S. cerevisiae MEP2-GFP strain, 3 h; 100% = DMSO control level; GFP response vs DMSO, % at 10 µM; 330,000 tested, 0.51% active;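 active = GFP response versus DMSO above a set limit, roughly screen mean plus 3 SD, cut at about 180% in these data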;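 note: median GFP fluorescence of the barcode-gated MEP2-GFP cells per well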
Efflux pump inh: inhibitors of Candida efflux pumps in yeast, primary screen, S. cerevisiae, Nile Red, multiplex | S. cerevisiae Candida pump triplex | inhibition, % at 10 µM | 330,000 tested, 0.44% active;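 active = plate passing quality check with inhibition over a set limit, or well fluorescence over plate mean plus 4 SD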;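 note: Nile Red retained in pooled yeast measured as flow cytometry median fluorescence; 0% = buffer negative control and 100% = Enniatin B positive control; higher means more Nile Red kept so more efflux inhibition; some compounds called inactive have numbers as strong as hits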
RPL19A TOR yeast: RPL19A-GFP expression modulators in yeast, primary screen, cell-based, S. cerevisiae, multiplex flow cytometry, MLPCN. S. cerevisiae RPL19A-GFP strain, 3 h; stronger effect = lower value. percent response vs DMSO, % at 10 µM. 330,000 tested, 0.3% active;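 active = percent response vs DMSO below 50%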;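 note: median channel GFP fluorescence of the barcoded RPL19A-GFP strain; ratio of sample median GFP to plate DMSO average so 100% = DMSO; lower means less RPL19A-GFP as with rapamycin TOR inhibition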
LAP4-GFP MLPCN: modulators of LAP4-GFP expression in yeast, primary screen, S. cerevisiae, multiplex flow cytometry, MLPCN library | 320,000 tested, 0.34% active | AID 2023, 2009 | 3 h; median GFP as percent of DMSO wells | GFP response vs DMSO, % at 10 µM;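 active = GFP response vs DMSO above a set limit, about the screen mean plus 3 SD, cut at about 150% in these data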
CIT2 TOR yeast: modulators of CIT2-GFP expression in yeast, primary screen, S. cerevisiae, GFP fusion, multiplex flow cytometry, MLPCN library; S. cerevisiae CIT2-GFP strain, 3 h; 100 means same as DMSO wells; GFP response vs DMSO, % at 10 µM; 320,000 tested, 0.065% active; AID 2029, 2009;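 active = GFP response relative to DMSO above a set limit, near the screen mean plus 3 SD, cut at about 150% in these data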;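 note: ratio of well median GFP fluorescence to mean of DMSO wells on the plate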
AHR activator: AHR activators, primary screen, cell-based, luminescence, luciferase reporter, human; Aryl hydrocarbon receptor (Homo sapiens), P35869; AHR-responsive luciferase reporter cells; activation, % at 5 µM; 320,000 tested, 2.5% active; in the data active = activation above about 47%;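 note: 0% = vehicle wells and 100% = reference agonist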
Target sequence (P35869 whole entry, looked up): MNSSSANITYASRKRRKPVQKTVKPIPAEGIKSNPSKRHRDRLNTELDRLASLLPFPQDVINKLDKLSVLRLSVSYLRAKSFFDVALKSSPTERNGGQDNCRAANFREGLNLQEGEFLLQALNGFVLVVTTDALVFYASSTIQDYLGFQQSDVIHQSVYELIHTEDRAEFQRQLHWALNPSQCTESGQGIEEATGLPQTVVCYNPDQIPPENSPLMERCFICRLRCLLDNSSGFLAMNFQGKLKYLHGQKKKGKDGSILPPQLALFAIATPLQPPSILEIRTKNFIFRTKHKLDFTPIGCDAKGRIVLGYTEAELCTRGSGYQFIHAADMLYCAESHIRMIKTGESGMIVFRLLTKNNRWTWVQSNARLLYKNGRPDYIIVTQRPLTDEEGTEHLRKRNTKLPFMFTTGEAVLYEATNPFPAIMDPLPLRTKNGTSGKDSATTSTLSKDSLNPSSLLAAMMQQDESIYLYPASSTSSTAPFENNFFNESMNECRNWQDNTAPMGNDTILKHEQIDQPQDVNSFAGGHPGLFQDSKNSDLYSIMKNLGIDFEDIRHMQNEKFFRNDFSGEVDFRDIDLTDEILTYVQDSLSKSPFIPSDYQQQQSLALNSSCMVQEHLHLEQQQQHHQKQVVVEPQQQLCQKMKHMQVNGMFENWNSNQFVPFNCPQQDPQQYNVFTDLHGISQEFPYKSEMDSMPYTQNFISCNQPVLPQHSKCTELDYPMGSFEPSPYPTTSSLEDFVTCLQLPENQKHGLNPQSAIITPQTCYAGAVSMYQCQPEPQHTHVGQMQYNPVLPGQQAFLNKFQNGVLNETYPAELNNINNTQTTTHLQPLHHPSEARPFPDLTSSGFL
* hit, by the source's call; · = no result given; & = joins results of further samples.

SMILES	CR mimetic SO	AGP1-GFP MLPCN	MEP2 TOR yeast	Efflux pump inh	RPL19A TOR yeast	LAP4-GFP MLPCN	CIT2 TOR yeast	AHR activator
O=C1OCCC1Sc1nnc(-c2cccnc2)n1-c1ccccc1F (configuration not stated)	93	100	100	-0.1	98	109	103	-1
O=C(NCc1ccccc1)C1CCN(S(=O)(=O)c2cc([N+](=O)[O-])ccc2Cl)CC1	98	94	99	0.2	101	95	102	3
O=S(=O)(c1ccc(Cl)cc1)N1CCN=C1SCc1ccc(Cl)c(Cl)c1	105	114	154	-0.2	108	114	114	3
Cc1cccc(NC(=O)Nc2ccc(Oc3c(F)c(F)c(F)c(F)c3F)cc2)c1	98	112	110	0.0	102	102	106	6
CN(C)S(=O)(=O)c1cccc(NC(=O)c2ccc(S(=O)(=O)N3CCCC3)cc2)c1	105	95	89	0.0	91	98	88	3
C=C1CCC[C@]2(C)C[C@H]3OC(=O)C(CNCCN(C)C)[C@H]3CC12 (some centres not stated)	95	94	98	-0.1	102	98	97	1
Cc1c(C)n(C)c2ccc(C(=O)NCCCN3CCCC3)cc12	82	100	112	0.1	98	89	105	-1
CCCC(=O)c1cc(-c2nc3ccccc3n2C)n(C)c1	128	90	97	0.1	93	102	94	-6
Cc1ccc(C(=O)N/N=C/c2sc(=O)n(Cc3cccc(C(=O)O)c3)c2Cl)cc1	105	103	103	0.1	100	99	103	1
O=C(c1ccoc1)N1CCC(CO)(CCc2ccccc2)CC1	98	103	100	0.1	95	106	103	0
CCc1ccc(Nc2nnc(SC3CCOC3=O)s2)cc1 (configuration not stated)	98	100	93	-0.6	102	95	98	3
O=C(O)CC1(CC(=O)NCc2csc(-c3cccs3)n2)CCCCC1	94	115	91	0.4	96	99	112	3
O=C(NN1CCOCC1)c1ccccc1NS(=O)(=O)c1ccc(F)cc1F	95	100	100	0.1	101	93	99	-1
NC(=O)c1ccc(N2CCN(c3ccccc3F)CC2)c([N+](=O)[O-])c1	124	97	102	0.0	110	110	105	-3
Cc1ccnc(NS(=O)(=O)c2ccc(NC(=O)c3cc(-c4ccc(Br)cc4)nc4ccccc34)cc2)n1	95	101	103	-0.2	102	103	107	4
O=C(c1ccc(-n2c(SCc3cc(F)ccc3F)nc3ccccc3c2=O)cc1)N1CCOCC1	85	96	110	0.0	94	97	89	-1
O=C(C[C@H]1C/C=C\CC[C@@H](Cc2ccc(F)cc2)C(=O)OC[C@H]2CCCN2C1=O)N[C@@H](CO)Cc1ccccc1	125	98	99	0.2	97	97	102	-2
CCc1ccc(NC(=O)N2CCN(C(=O)C3CCCO3)CC2)cc1 (configuration not stated)	101	104	101	0.0	108	97	106	5
Cc1ccc(S(=O)(=O)N(CC(O)CN2CCOCC2)c2cccc([N+](=O)[O-])c2)cc1 (configuration not stated)	78	103	117	-0.1	98	98	106	0
CC(O)C1CCC2C3CC[C@H]4CC(O)CCC4(C)C3CC3(OCCO3)C12C (some centres not stated)	109	97	99	0.0	96	110	91	-2
CCCCCCCCC(=O)NCCOc1ccccc1	95	98	100	-0.5	102	91	100	-1
c1ccc2c(c1)nc(CN1CCOCC1)n1c3ccccc3nc21	90	107	107	-0.1	95	110	115	4
CCN(CC)CCn1c(SCC(=O)Nc2ccc(F)cc2)nc2c(sc3ccccc32)c1=O	91	102	101	-0.1	98	105	98	9
O=C(Nc1ccccc1)c1cc2ccc3ccccc3c2s1	87	104	96	-0.1	100	96	100	69*
COc1ccc(Cl)cc1N1C(=O)[C@@H]2C(c3cccc(OC)c3OC)=NO[C@@H]2C1=O	89	98	91	0.0	99	99	97	0
CCN1C(=O)[C@H]2[C@@H](c3ccc(Cl)cc3)N3C(=O)CN(CC4CC4)C(=O)[C@@]3(Cc3ccccc3)[C@H]2C1=O	104	91	94	-0.2	104	119	109	-2
Cc1cccc(N(C(=O)c2snc(C(N)=O)c2N)C(C(=O)NCC2CCCO2)c2ccc3ncccc3c2)c1 (configuration not stated)	81	96	106	-0.3	101	94	103	2
COc1ccc(-n2c(=O)[nH]cc(C(=O)Nc3ccc4c(c3)OCCO4)c2=O)cc1	90	104	102	-0.1	100	98	102	17
FC(F)(F)c1nnc(-c2ccccc2)nc1Sc1ccc(Cl)cc1	102	99	91	0.1	91	96	78	-1
Cc1cc(/C=N/NC(=O)c2cccc(F)c2)c(C)n1-c1ccccc1	96	97	99	-0.2	105	89	101	5
CC(=O)Nc1ccc(NC(=O)C2CCCN2S(=O)(=O)c2cccc3nsnc23)cc1 (configuration not stated)	102	105	114	0.0	99	107	100	-2
CC(C)N(Cc1nc(-c2ccc(Cl)cc2)no1)C(=O)/C=C/c1ccccc1	100	97	92	0.2	95	105	97	0
COCCCNC(=S)N1CCC(NC(=O)c2ccco2)CC1	90	112	97	0.0	104	90	96	1
COc1cc(Cl)c(C)cc1NC(=O)CSCC#N	105	98	92	0.0	98	96	99	34
Cc1ccc(S(=O)(=O)NCCSc2ccccc2)cc1[N+](=O)[O-]	101	103	102	0.0	108	101	98	-1
CCCCNc1c(-c2ccc(OC)c(Sc3ccc(OC)cc3)c2)nc2ccc(Cl)cn12	77	104	98	-0.2	101	141	88	1
COc1ccc(NC(=O)COC(=O)CCc2cc(OC)c(OC)c(OC)c2)c([N+](=O)[O-])c1	89	94	92	-0.1	94	87	98	1
Cc1ccc(C2CC(c3cccc(Cl)c3)n3nc(N)nc3N2)cc1 (configuration not stated)	118	103	107	0.1	98	98	107	1
COc1ccc2[nH]c(=O)c(C(c3nnnn3C(C)(C)C)N(Cc3ccco3)CC3CCCO3)cc2c1 (configuration not stated)	93	102	105	0.0	103	98	107	1
COc1ccc(-c2cc(C(F)F)n3ncc(C(=O)Nc4c(C)n(C)n(-c5ccccc5)c4=O)c3n2)cc1	107	103	95	0.2	100	96	102	-1
CN(C)Cc1cc(C(C)(C)C)cc(C(C)(C)C)c1O	99	106	99	-0.1	101	105	102	0
CCC(=O)Nn1c(C2CCC2)nc2ccccc2c1=O	100	97	92	0.1	101	79	97	-2
Cc1cc(C)c(OCC(O)CNC(C)(C)C)c(C)c1 (configuration not stated)	112	96	110	0.0	102	99	104	-3
COc1cccc(C=N[C@@H](CO)[C@@H](O)c2ccc([N+](=O)[O-])cc2)c1O	107	95	105	-0.1	107	94	99	2
O=c1c([N+](=O)[O-])c(N2CCOCC2)c2ccccc2n1-c1ccccc1	99	97	95	0.0	98	107	94	1
O=C(O)c1ccc(-n2cccn2)c([N+](=O)[O-])c1	107	101	107	0.0	106	103	95	2
Cc1cccc(C(=O)Nc2ccc3c(c2)nc(C)n3C)c1	104	103	104	0.1	105	96	104	-3
S=c1nc2c(n[nH]1)c1ccccc1n2CCc1ccccc1	107	96	100	-0.1	97	93	98	-5
COc1ccc(NS(=O)(=O)c2cccc(C(=O)NCc3ccccc3CN3CCCC3)c2)cc1	88	110	105	-0.2	101	103	101	1
O=C1NC2(CCCCCC2)C(=O)N1Cc1ccc(F)cc1Cl	108	97	104	0.1	98	99	89	-2
N/C(=N\OC(=O)c1ccc(Cl)c(Cl)c1)c1cccc(CSc2ccccn2)c1	102	70	84	0.0	84	133	101	5
O=C(COc1ccc(N2CC(C(=O)O)CC2=O)cc1)Nc1cccc(C(F)(F)F)c1 (configuration not stated)	88	101	102	0.0	99	99	99	0
CCOC(=O)C1CCN(C(=O)c2cc3cc4ccc(OC)cc4nc3o2)CC1	113	99	103	0.1	102	96	99	1
Cc1ccc(-c2csc(NC(=O)Cc3cccs3)n2)cc1C	91	95	101	0.0	94	102	94	-3
c1ccc(-c2nc3ccccn3c2NC2CCCC2)nc1	81	98	99	-0.1	92	104	107	9
CCN(CC)S(=O)(=O)c1cc(C(=O)OCC(=O)Nc2cccc(S(=O)(=O)N(C)C)c2)ccc1F	124	117	115	-0.1	117	108	116	-1
C[C@@H]1CN(Cc2nc(-c3ccc(Cl)cc3)no2)C[C@H](C)O1	113	100	95	0.1	98	117	102	1
O=c1c2ccccc2n(Cc2ccc(F)cc2)c(=O)n1C1CCCC1	88	107	101	0.1	103	103	105	2
COC(=O)c1sccc1NC(=O)COc1cccc(C)c1	94	93	96	-0.1	99	117	97	-1
Cc1cc(C(=O)Nc2cc(S(C)(=O)=O)ccc2Cl)no1	89	107	99	-0.1	102	108	107	0
Further compounds
SMILES	CR mimetic SO	AGP1-GFP MLPCN	MEP2 TOR yeast	Efflux pump inh	RPL19A TOR yeast	LAP4-GFP MLPCN	CIT2 TOR yeast	AHR activator
CCCCC(=O)NC(=S)NNC(=O)c1ccc(OC)cc1	111	102	85	0.0	97	120	95	2
CCc1nc(NC(=O)Cc2csc(C)n2)sc1C(=O)OC	104	95	93	0.6	101	92	96	6
CCOc1ccc(-n2cc(C(=O)N3CCC(C)CC3)c3cc(OC)c(OC)cc3c2=O)cc1	92	98	97	0.1	96	89	101	5
O=C(NCc1ccco1)c1ccc(CNc2c(N3CCCCC3)c(=O)c2=O)cc1	105	99	92	0.0	108	88	100	-1
COc1ccccc1NC(=O)CCNC(=O)c1ccc(C)cc1	102	104	110	0.0	103	103	103	·
CC(=O)c1c(C)[nH]c(C(=O)OCc2cc(-c3ccco3)on2)c1C	110	100	99	0.1	100	102	104	0
COc1ccccc1OCC(=O)NNC(=O)C1CCN(c2ncnc3sc(C)c(C)c23)CC1	107	95	91	0.0	94	106	88	3
Cc1nc2cc(NCc3cc([N+](=O)[O-])ccc3O)ccc2n1Cc1ccccc1	77	102	107	-0.3	102	86	103	1
COc1ccccc1C(=O)Nc1ccnn1C1CCN(C(=O)C2CCOC2)CC1 (configuration not stated)	108	113	116	-0.2	108	104	112	1
COc1ccc(-c2cn3nc(SCC(=O)NC4CCCCC4)ccc3n2)cc1	96	77	104	0.1	80	91	91	7
Cc1ccc(CCNc2ccccc2C)cn1	88	98	100	0.1	100	101	99	-6
COc1cc(C(=S)N2CCOCC2)cc(OC)c1O	107	111	107	-0.1	104	108	96	-2
CC(=O)Nc1ccc(C(O)(C(F)(F)F)C(F)(F)F)cc1	95	93	94	-0.1	97	93	99	5
COc1ccccc1CNC(=O)C1CCN(C(=O)NC2CCCCC2)CC1	122	99	95	0.1	94	94	103	0
COc1cccc(NC(=O)c2ccc(-n3cccn3)nc2)c1	96	96	99	0.1	104	116	91	-10
COc1ccc(C)cc1NC(=O)CCCN1C(=O)CCC1=O	89	106	104	0.1	99	104	99	2
O=C1CC(c2ccccc2)=NN1c1ccc([N+](=O)[O-])cc1	98	98	91	0.2	96	118	87	4
N#Cc1cccc(NC(=O)COC(=O)c2ccccc2C(=O)c2ccc(Cl)c([N+](=O)[O-])c2)c1	81	98	112	0.0	100	93	107	0
Cc1cc(=O)[nH]c2c1cnn2Cc1ccccc1	103	108	103	0.0	99	113	102	2
C=CCC[C@H](Cc1ccc(F)cc1)C(=O)OC[C@H](Cc1c[nH]c2ccccc12)NC(=O)[C@H](CC=C)CC(=O)NCCO	124	95	96	0.0	93	91	85	1
COc1cc(NC(=O)C2=C(N3CCOCC3)/C(=C\c3ccc(N(C)C)cc3)CCC2)cc(OC)c1OC	108	103	105	0.2	104	103	104	1
CSc1ccc2c(c1)C(N1CCN(C)CC1)Cc1ccccc1S2 (configuration not stated)	105&95	82&109	102&110	0.1&-0.3	89&104	97&108	78&107	4&-2
